Source: PubChem BioAssay (National Center for Advancing Translational Sciences (NCATS))
Pin1 inh: blocks the human prolyl isomerase Pin1; Q13526; actives 0.009% (n = 390,000); Potency, µM (series often up to 115 µM), for inactives: top-dose activity, negative = inhibition, usual class: inhibitors; Pin1 FP peptide displacement, HiFluor488, 10 min; active = well fitted inhibition curve with a large enough effect in the polarisation, with a control signal flat, not every such curve was filed as active; inconclusive = small, poorly fitted or top-dose-only effect, or effect the other way, or a change in a side signal; inactive = no such curve, though single readings can be large or run the other way; the % refers to the polarisation; also: % is scaled to controls: 0 for no effect and ±100 for the full control effect
Target sequence (Q13526 whole entry, looked up): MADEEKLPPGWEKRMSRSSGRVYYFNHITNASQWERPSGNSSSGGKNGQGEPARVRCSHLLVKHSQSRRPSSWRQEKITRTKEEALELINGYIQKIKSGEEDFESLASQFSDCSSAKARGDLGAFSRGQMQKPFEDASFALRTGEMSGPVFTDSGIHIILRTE
RGS4 inh: inhibitors of human regulator of G protein signaling 4; actives 0.039% (n = 390,000); AID 504845; Potency, µM (titrated, usually from 114 µM), inactives show at the top dose activity change, negative = inhibition, usual class: inhibitors; Transcreener GDP fluorescence polarization, RGS4-accelerated GTP hydrolysis; also: % is scaled to controls: 0 for no effect and ±100 for the full control effect; nearly all actives have a fitted effect of over 75% in size; some results filed as inactive show a strong effect at the top dose
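MLSMR compounds (23 nl, pin-transferred) preincubated 10 min at room temperature with a 500nM (2x) first reagent, then RGS4 at 900nM (2x) plus Transcreener GDP mix added; fluorescence polarization (620/688 nm) read before and after 90 min at 30 °C.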
GLS inh: blocks human kidney-isoform glutaminase activity | GLS enzymatic activity, qHTS titration | Potency, µM (highest dose often 45.5 µM), inactives show top-dose activity change, negative = inhibition, actives largely listed as inhibitors | actives 0.21% (n = 410,000) | AID 624170; also: % is scaled to controls: 0 for no effect and ±100 for the full control effect
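hKGA in 45 mM KH2PO4 (pH 8.2), 0.02% Tween-20 with compound, then 1mM L-Glutamine (stock as added) plus glutamate oxidase/HRP/Amplex red coupling mix. Fluorescence read initially and after 30 min at RT; signal change reflects glutamate formation.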
Tb PGK inh: inhibitors of T. brucei phosphoglycerate kinase; P07378; PGK/GAPDH coupled, Kinase-Glo luminescence, 60 min; Potency, µM (doses to about 57.5 µM), for the others: top-dose activity change, negative = inhibition, usual class: inhibitors; actives 0.043% (n = 380,000); AID 602233; also: % is scaled to controls: 0 for no effect and ±100 for the full control effect; nearly all actives have a fitted effect of over 60% in size
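Recombinant glycosomal PGK reaction used 1,3-bisphosphoglycerate generated in-well by GAPDH (100nM final) in 100mM TEA pH 7.6, 5mM MgCl2, 0.01% Tween-20. After 60 minutes at room temperature, ATP was read by Kinase-Glo Plus luminescence end-point.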
HP1b binding inh: inhibitors of HP1-beta chromodomain binding to methylated histone tails; P83916; AlphaScreen HP1-beta / biotin-H3K9me3 peptide binding; Potency, µM (highest dose often 114 µM), for inactives: top-dose activity change, negative = inhibition, hits mostly inhibitors; actives 0.56% (n = 390,000); also: nearly all actives have a fitted effect of over 70% in size; inactives centre near 23
Target sequence (P83916 whole entry, looked up): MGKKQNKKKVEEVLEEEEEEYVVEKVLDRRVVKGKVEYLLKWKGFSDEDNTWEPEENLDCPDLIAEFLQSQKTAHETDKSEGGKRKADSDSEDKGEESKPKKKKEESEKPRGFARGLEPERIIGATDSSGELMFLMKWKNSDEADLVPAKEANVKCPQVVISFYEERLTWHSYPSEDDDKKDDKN
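AlphaScreen: HP1-beta (50 nM) preformed 30 min with biotin-H3(1-18)K9me3 peptide (50 nM) in PBS pH 7.4, 0.01% Tween-20. Compound added for 30 min at RT, then streptavidin donor/nickel chelate acceptor beads (10 ug/mL) for 30 min.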
rTrxR1 inhibitor: inhibitors of rat thioredoxin reductase 1; recombinant rTrxR1, NADPH fluorescence consumption, selenite substrate; Potency, µM (highest dose often 114 µM), for inactives: top-dose activity change, negative = inhibition, usual class: inhibitors; actives 1% (n = 390,000); O89049; also: % is scaled to controls: 0 for no effect and ±100 for the full control effect; nearly all actives have a fitted effect of over 65% in size
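Rat TrxR1 (90 nM in the dispensed reagent) was pre-reduced with 400 uM NADPH for 5 min at room temperature, then incubated with compound for 15 min. After 400 uM selenite was added, NADPH fluorescence (Ex 340/Em 450 nm) was followed for 8 min.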
ALOX12 inh: ALOX12 (human) lipoxygenase inhibition; AID 1671190; purified 12hLO, xylenol orange hydroperoxide absorbance; actives 1.1% (n = 580,000); Potency, µM (titrated, usually from 108 µM), inactives show at the highest dose activity change, negative = inhibition, actives largely listed as inhibitors; also: % is scaled to controls: 0 for no effect and ±100 for the full control effect
Target sequence (P18054 whole entry, looked up): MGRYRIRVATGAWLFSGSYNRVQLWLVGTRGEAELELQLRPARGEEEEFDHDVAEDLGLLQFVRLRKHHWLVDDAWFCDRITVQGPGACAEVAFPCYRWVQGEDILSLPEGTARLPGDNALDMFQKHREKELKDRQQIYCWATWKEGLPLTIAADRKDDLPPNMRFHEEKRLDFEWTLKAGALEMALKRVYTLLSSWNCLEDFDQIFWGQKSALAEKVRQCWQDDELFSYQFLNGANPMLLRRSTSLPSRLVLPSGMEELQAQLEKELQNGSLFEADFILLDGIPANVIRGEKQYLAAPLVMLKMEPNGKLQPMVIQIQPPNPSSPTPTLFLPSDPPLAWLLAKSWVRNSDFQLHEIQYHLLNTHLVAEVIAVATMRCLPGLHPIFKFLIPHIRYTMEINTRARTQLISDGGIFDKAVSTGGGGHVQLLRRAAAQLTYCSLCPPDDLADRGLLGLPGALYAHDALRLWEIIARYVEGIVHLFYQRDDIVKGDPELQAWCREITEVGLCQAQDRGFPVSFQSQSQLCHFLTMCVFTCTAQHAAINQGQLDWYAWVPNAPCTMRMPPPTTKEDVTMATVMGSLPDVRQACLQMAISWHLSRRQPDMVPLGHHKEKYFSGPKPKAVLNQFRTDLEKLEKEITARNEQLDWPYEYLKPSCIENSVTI
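Purified human 12hLO (150 nM final) in 25 mM Hepes, 0.01% Triton X-100, pH 7.0 was preincubated 15 min at room temperature with compound. Then 40 uM arachidonic acid was added, 30 min. Hydroperoxide was read by Fe-XO absorbance ratio 573/405 nm.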
JMJD2A Tudor: JMJD2A Tudor domain (human) inhibition; AlphaScreen JMJD2A-Tudor / H3K4me3 peptide binding; AID 504339; O75164; actives 4.4% (n = 390,000); Potency, µM (top dose mostly 114 µM), without a hit: at the top dose activity change, negative = inhibition, most hits filed as inhibitors; also: % is scaled to controls: 0 for no effect and ±100 for the full control effect; nearly all actives have a fitted effect of over 50% in size
ERG Ets-DNA blk: blocks human ERG Ets domain binding to DNA; P11308; fluorescence polarization, His-ERG Ets domain / labelled DNA; Potency, µM (titrated, usually from 76.9 µM), without a hit: at the highest dose FP activity, negative = inhibition, hits mostly inhibitors; actives 0.028% (n = 370,000); AID 624246; active = well fitted inhibition curve with a large enough effect in the polarisation, with a control signal flat; inconclusive = small, poorly fitted or top-dose-only effect, or effect the other way, or a change in a side signal; inactive = no such curve, though single readings can be large or run the other way; the % refers to the polarisation;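 also: polarization taken with two DNA probes labelled with fluorescein and Texas red; % of control where 0% means no effect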
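His-tagged ERG Ets domain (1 uM in the protein solution; 300mM KCl, 50mM Tris-HCl, 1mM EDTA, 1mM DTT, pH 7.5) received compound, then a probe mix of 5 nM fluorescein-DNA and 100nM Texas-615-DNA. Fluorescence polarization was read for both dyes.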
* = called active by the depositor; [ ] = another dose, or the depositor's remark. Unless noted, calls follow the shape of the dose curve; as a rule, active = well fitted curve in the direction sought with a large enough effect; inconclusive = small, poorly fitted or top-dose-only effect, or another doubt; inactive = no such curve, though single readings can be large; an effect the other way counts as inactive or inconclusive. Potency is read from the fitted curve at half-maximal effect.

Results for Cc1ccc(S(=O)(=O)N(C)C)cc1NC(=O)c1ccc(-n2cncn2)c([N+](=O)[O-])c1 ?
Pin1 inh: -1%; RGS4 inh: 17%; GLS inh: 0%; Tb PGK inh: inactive; HP1b binding inh: 35%; rTrxR1 inhibitor: -14%; ALOX12 inh: -11%; JMJD2A Tudor: -1%; ERG Ets-DNA blk: 2%

What do the screens show for `OCCOCCNc1ncnc2c1cnn2-c1ccccc1`?
Pin1 inh: -16%; RGS4 inh: -11%; GLS inh: -2%; Tb PGK inh: inactive; HP1b binding inh: 30%; rTrxR1 inhibitor: 4%; ALOX12 inh: 0%; JMJD2A Tudor: -3%; ERG Ets-DNA blk: 7%

Results for CCCCOc1ccc(C(=O)N/C(=C\c2ccc(Br)cc2)C(=O)NC2CCCCC2)cc1 ?
Pin1 inh: 9%; RGS4 inh: -10%; GLS inh: -3%; HP1b binding inh: 17%; rTrxR1 inhibitor: 20%; ALOX12 inh: inconclusive; JMJD2A Tudor: -15%; ERG Ets-DNA blk: 9%

What do the screens show for `Cc1nc(N2CCC(C)CC2)c2c(C)c(C(=O)Nc3cc(F)ccc3C)sc2n1`?
Pin1 inh: 0%; RGS4 inh: -13%; GLS inh: 4%; Tb PGK inh: -3%; HP1b binding inh: 27%; rTrxR1 inhibitor: 17%[57.1 µM]; ALOX12 inh: 4%; JMJD2A Tudor: -15%; ERG Ets-DNA blk: 1%

How did Cc1ccc(-n2nnnc2SCc2ccccn2)cc1C do in these assays?
Pin1 inh: 6%; RGS4 inh: 41%; GLS inh: 2%; Tb PGK inh: 2%; HP1b binding inh: 49%[activator]; rTrxR1 inhibitor: 2%; ALOX12 inh: -13%; JMJD2A Tudor: 12%; ERG Ets-DNA blk: 0%

What do the screens show for `C/C=C/C=C\C(=O)Nc1cccc(C2=NOC3(C2)C[C@H](C(N)=O)N(C(=O)/C=C/C)C3)c1` (some centres undefined)?
Pin1 inh: inconclusive; RGS4 inh: inconclusive; GLS inh: -22%; Tb PGK inh: -7%; HP1b binding inh: inconclusive; rTrxR1 inhibitor: 14µM*; ALOX12 inh: -1%; JMJD2A Tudor: 79µM*; ERG Ets-DNA blk: -15%

Results for COc1cc(OC)cc(C(=O)Nc2nc(CC(=O)NCc3ccc(F)cc3)cs2)c1 ?
Pin1 inh: -6%; RGS4 inh: -27%; GLS inh: 4%; Tb PGK inh: -7%; HP1b binding inh: 26%; rTrxR1 inhibitor: -25%; ALOX12 inh: inconclusive; JMJD2A Tudor: -12%; ERG Ets-DNA blk: 13%

How did CC(=O)c1cccc(NC(=O)c2cc(=O)[nH]c3ccccc23)c1 do in these assays?
Pin1 inh: 1%; RGS4 inh: -18%[56.9 µM]; GLS inh: -6%; Tb PGK inh: 0%; HP1b binding inh: 53%[activator]; rTrxR1 inhibitor: 9%; ALOX12 inh: 0%; JMJD2A Tudor: -4%; ERG Ets-DNA blk: -6%

How did Nc1nc(SCc2ccc3c(c2)OCCO3)n[nH]1 do in these assays?
Pin1 inh: -7%; RGS4 inh: -2%; GLS inh: 37%[activator]; Tb PGK inh: -4%; HP1b binding inh: 34%[activator]; rTrxR1 inhibitor: -1%; ALOX12 inh: 0%; JMJD2A Tudor: -3%; ERG Ets-DNA blk: 0%

Results for Cc1ccc(COc2ccc(/C=N/NC(=O)c3ccc(CN4CCOCC4)cc3)cc2)cc1 ?
Pin1 inh: 0%; RGS4 inh: -18%; GLS inh: 0%; Tb PGK inh: 4%; HP1b binding inh: 3%; rTrxR1 inhibitor: 2%[57.1 µM]; ALOX12 inh: 2%; JMJD2A Tudor: -13%; ERG Ets-DNA blk: -4%

What do the screens show for `COc1ccc(CCNC(=O)c2c(O)c3c([nH]c2=O)CCCC3)cc1OC`?
Pin1 inh: -5%; RGS4 inh: 13%; GLS inh: 4%; Tb PGK inh: 8%; HP1b binding inh: 13%; rTrxR1 inhibitor: 1%; ALOX12 inh: 0%; JMJD2A Tudor: -5%; ERG Ets-DNA blk: -4%

Results for CC(=O)Nc1ccc(NC(=O)[C@H](C)NC(=O)c2ccco2)cc1 ?
Pin1 inh: -4%; RGS4 inh: 2%; GLS inh: -5%; Tb PGK inh: inactive; HP1b binding inh: 24%; rTrxR1 inhibitor: 5%; ALOX12 inh: -14%; JMJD2A Tudor: -17%; ERG Ets-DNA blk: 16%

Reprinted from the part before: 2 compounds, followed by the next part.
What do the screens show for `COc1ccc(CCNC(=O)c2c(O)c3c([nH]c2=O)CCCC3)cc1OC`?
Pin1 inh: -5%; RGS4 inh: 13%; GLS inh: 4%; Tb PGK inh: 8%; HP1b binding inh: 13%; rTrxR1 inhibitor: 1%; ALOX12 inh: 0%; JMJD2A Tudor: -5%; ERG Ets-DNA blk: -4%

Results for CC(=O)Nc1ccc(NC(=O)[C@H](C)NC(=O)c2ccco2)cc1 ?
Pin1 inh: -4%; RGS4 inh: 2%; GLS inh: -5%; Tb PGK inh: inactive; HP1b binding inh: 24%; rTrxR1 inhibitor: 5%; ALOX12 inh: -14%; JMJD2A Tudor: -17%; ERG Ets-DNA blk: 16%

How did Cc1ccc(C2(C)NC(=O)N(CC(=O)N(C)CC(=O)Nc3cccc4ccccc34)C2=O)cc1 (centres undefined) do in these assays?
Pin1 inh: 4%; RGS4 inh: -12%; GLS inh: -1%; Tb PGK inh: 9%; HP1b binding inh: -18%; rTrxR1 inhibitor: 2%; ALOX12 inh: -11%; JMJD2A Tudor: -23%; ERG Ets-DNA blk: -4%

Results for Cn1c(=O)n(C)c2cc(NC(=O)CSc3ccccc3)ccc21 ?
Pin1 inh: -14%; RGS4 inh: -4%; GLS inh: 6%; Tb PGK inh: -4%; HP1b binding inh: 38%; rTrxR1 inhibitor: 11%; ALOX12 inh: 1%; JMJD2A Tudor: -9%; ERG Ets-DNA blk: -4%

How did COc1ccc(N2C(=O)CCC(C(=O)Nc3ccccn3)C2c2ccc(OC)c(OC)c2)cc1 (centres undefined) do in these assays?
Pin1 inh: 0%; RGS4 inh: 7%; GLS inh: -1%; Tb PGK inh: 1%; HP1b binding inh: 6%; rTrxR1 inhibitor: 7%; ALOX12 inh: -5%; JMJD2A Tudor: -10%; ERG Ets-DNA blk: 1%

How did O=C(NCc1cccc(Cl)c1)c1ccc(CS(=O)Cc2ccc(Cl)cc2)o1 (centres undefined) do in these assays?
Pin1 inh: -9%; RGS4 inh: -15%; GLS inh: -7%; Tb PGK inh: -7%; HP1b binding inh: 35%; rTrxR1 inhibitor: 18%; ALOX12 inh: -28%; JMJD2A Tudor: -26%; ERG Ets-DNA blk: -9%

Results for Cc1cccc(-c2nc(CS(=O)CC(=O)NCc3ccco3)c(C)o2)c1 (centres undefined) ?
Pin1 inh: -6%; RGS4 inh: 4%[11.4 µM]; GLS inh: 6%; Tb PGK inh: -4%; HP1b binding inh: -22%; rTrxR1 inhibitor: inconclusive; ALOX12 inh: -3%; JMJD2A Tudor: inconclusive; ERG Ets-DNA blk: 6%

What do the screens show for `CCOC(=O)/C=C/C(=O)OCC(=O)Nc1ccc(Cl)cn1`?
Pin1 inh: 2%; RGS4 inh: -4%; GLS inh: 1%; Tb PGK inh: 5%; HP1b binding inh: 24%; rTrxR1 inhibitor: inconclusive; ALOX12 inh: 0%; JMJD2A Tudor: -13%; ERG Ets-DNA blk: 0%

Results for N#Cc1c(CSCC(=O)O)cc(=O)n2c1[nH]c1ccccc12 ?
Pin1 inh: -6%; RGS4 inh: -20%; GLS inh: 31%[activator]; Tb PGK inh: -10%; HP1b binding inh: 26%; rTrxR1 inhibitor: -11%; ALOX12 inh: 1%; JMJD2A Tudor: -16%; ERG Ets-DNA blk: 18%

How did CCn1c2c(c3ccc(OC)cc31)CCCC2=O do in these assays?
Pin1 inh: 0%; RGS4 inh: -19%; GLS inh: -1%; Tb PGK inh: -3%; HP1b binding inh: 17%; rTrxR1 inhibitor: 7%[57.1 µM]; ALOX12 inh: 8%; JMJD2A Tudor: -7%; ERG Ets-DNA blk: 5%

Results for COc1ccc(C)cc1NC(=O)NNS(=O)(=O)c1ccc(NC(C)=O)cc1 ?
Pin1 inh: -15%; RGS4 inh: 21%; GLS inh: -5%; Tb PGK inh: -2%; HP1b binding inh: 49%[activator]; rTrxR1 inhibitor: 1%; ALOX12 inh: 243%[activator]; JMJD2A Tudor: -7%; ERG Ets-DNA blk: 25%

What do the screens show for `C=CCC(=O)NC1CC(C)(C)Cc2c1cnn2-c1ccc(C)cc1` (centres undefined)?
Pin1 inh: -6%; RGS4 inh: -15%; GLS inh: 1%; Tb PGK inh: -7%; HP1b binding inh: 37%; rTrxR1 inhibitor: 22%; ALOX12 inh: 0%; JMJD2A Tudor: 10%; ERG Ets-DNA blk: -3%

What do the screens show for `CN1CCOC1c1ccc(C2OCCN2C)cc1` (centres undefined)?
Pin1 inh: -16%; RGS4 inh: -17%; GLS inh: -9%; Tb PGK inh: -2%; HP1b binding inh: 26%; rTrxR1 inhibitor: -1%[57.1 µM]; ALOX12 inh: 17%; JMJD2A Tudor: -7%; ERG Ets-DNA blk: 1%

How did CCOc1ccc(C2C(=O)N(C3CCCCCC3)CC(=O)N2Cc2ccc(C)cc2)cc1OC (centres undefined) do in these assays?
Pin1 inh: 3%; RGS4 inh: -9%; GLS inh: -3%; Tb PGK inh: 0%; HP1b binding inh: 18%; rTrxR1 inhibitor: 13%[57.1 µM]; ALOX12 inh: -21%; JMJD2A Tudor: -31%; ERG Ets-DNA blk: -6%

Not all compounds are listed; rates above refer to the full screens.
